CASP6 VEID inh – inhibitors of human caspase-6; purified caspase-6, Z-VEID-R110 cleavage fluorescence; inhibition, % at 12.5 µM; 0.53% of 350,000 active;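 active = mean inhibition across replicates at least about 35%, with every replicate also reaching that limit, limit read from the data; inconclusive = only one of the two criteria met; inactive = neither criterion met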;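 also: 0% = median of neutral control wells and 100% = no fluorescence left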
Target sequence (P55212 24-179 limits assumed): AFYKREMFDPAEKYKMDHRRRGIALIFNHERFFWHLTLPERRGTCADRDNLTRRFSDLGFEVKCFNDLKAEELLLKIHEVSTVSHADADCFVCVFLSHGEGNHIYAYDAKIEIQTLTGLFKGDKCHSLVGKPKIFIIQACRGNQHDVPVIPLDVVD
Target sequence (P55212 194-293 limits assumed): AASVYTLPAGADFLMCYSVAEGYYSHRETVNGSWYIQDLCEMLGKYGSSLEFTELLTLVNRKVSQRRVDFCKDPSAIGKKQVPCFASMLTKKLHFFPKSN
DENV2 CPE rescue – protects cells from dengue virus 2 cytopathic effect | DENV2-infected cells, cytopathic effect rescue, plate reader | CPE inhibition, % at 9.99 µM | 1.7% of 350,000 active; in the data active = CPE inhibition above about 20%, passing the limit was not always enough; inconclusive = no clear call, values can overlap the other calls; tested in BHK-21 cells;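 also: 0% = median of neutral control wells and 100% = median of positive control wells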
LGR2 antag – blocks bursicon-induced cAMP signaling via Drosophila LGR2. HEK293 LGR2, CRE-luciferase, bursicon-stimulated, 4 h. inhibition, % at 9.99 µM. 0.35% of 380,000 active. AID 720647;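 active = drop in luminescence signal, shown as inhibition above about 50% in the replicate tests, limit read from the data, passing the limit was not always enough; inconclusive = probably only some replicates passing the limit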;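 also: agonist challenge used bursicon conditioned medium at about half maximal strength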
EWS-Fli block – EWS/Fli transcriptional activity inhibition; 0.67% of 350,000 active; A673 NR0B1-luciferase reporter, viability-normalised; AID 651661; inhibition, % at 12.6 µM;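 active = mean inhibition of at least 50% after viability correction, with every replicate also passing that limit; inconclusive = mean reaches 50% but only one of two replicates passes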;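 also: firefly luciferase signal divided by Alamar Blue viability fluorescence both relative to DMSO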
ARNT-TACC3 inh – ARNT/TACC3 interaction disruption; Q9Y6A5; AlphaScreen His-ARNT PAS-B/GST-TACC3 binding, luminescence; TACC3 fragment carries E629A point mutation; inhibition, % at 9.99 µM; 0.66% of 390,000 active;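 active = mean inhibition of replicates at least 50% and at least half of replicates each reaching 50%; inconclusive = half or more replicates reach 50% but mean below 50%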;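 also: 0% = complete ARNT plus TACC3 wells and 100% = ARNT alone without TACC3; many hits fall short of the cut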
PAX8 reporter – inhibitors of PAX8 transcriptional activity in RMG-I cells; RMG-I TPO-luciferase reporter, SteadyGlo, 24 h; 1.2% of 360,000 active; inhibition, % at 12.6 µM;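 active = mean replicate inhibition at least 60% with every replicate also reaching 60%; inconclusive = only one of the two criteria is met; inactive = mean below 60% and not all replicates reaching 60%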;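 also: luciferase light reporting Pax8 driven TPO promoter activity; plate controls were median of neutral control wells for no effect and mitoxantrone controls for full effect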
SIRT5 inh – sirtuin-5 (human) deacylase inhibition | Q9NXA8 | Purified SirT5, succinyl-peptide AMC, trypsin-coupled fluorescence | inhibition, % at 15 µM | 1.1% of 330,000 active; in the data active = inhibition above about 15%; inconclusive = no clear call, values can overlap the other calls
Target sequence (Q9NXA8 whole entry, looked up): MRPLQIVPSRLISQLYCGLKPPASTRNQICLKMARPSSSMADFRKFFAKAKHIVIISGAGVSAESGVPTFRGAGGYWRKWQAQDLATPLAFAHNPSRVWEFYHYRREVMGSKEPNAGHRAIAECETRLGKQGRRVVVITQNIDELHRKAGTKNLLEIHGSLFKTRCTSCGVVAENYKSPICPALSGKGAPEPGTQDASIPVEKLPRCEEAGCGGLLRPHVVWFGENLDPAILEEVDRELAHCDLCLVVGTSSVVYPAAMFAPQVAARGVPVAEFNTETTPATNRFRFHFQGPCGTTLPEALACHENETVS
Active calls of the source: *; ? = inconclusive; / = no result given; & = joins results of further samples.

SMILES	CASP6 VEID inh	DENV2 CPE rescue	LGR2 antag	EWS-Fli block	ARNT-TACC3 inh	PAX8 reporter	SIRT5 inh
COc1ccccc1-c1cnc2c(c1)C(=O)N([C@@H](C)CO)C[C@@H](C)[C@H](CN(C)CC1CCOCC1)O2	1	2	-9	-3	-5	-21	-2
CCC(=O)N1[C@H](CO)[C@H](c2ccc(-c3cccc(F)c3)cc2)[C@@H]1CN(C)C(C)=O	-2	2	7	-6	-6	1	1
O=C(COc1ccc(Cl)cc1)NCCNC(=O)c1ccccn1	3	3	6	-2	-8	-6	6
CCCC(=O)Nc1ccc2c(c1)C(=O)N(C)[C@@H]1CC[C@H](CC(=O)N3CCCCC3)O[C@H]1CO2	1	13	2	-5	-6	-1	6
CC(C(=O)N1CCCC1)N1CCN(S(=O)(=O)c2ccccc2)CC1 (configuration not stated)	-2	11	2	-4	/	2	-2
COc1ccc(-c2cc(-c3ccccc3)nc(=O)[nH]2)cc1	-2	7	1	-10	1	-5	-5
C[C@@H]1CCCCO[C@@H](CN(C)S(=O)(=O)c2ccccc2)[C@H](C)CN([C@@H](C)CO)C(=O)c2cc(NS(=O)(=O)c3ccc(Cl)cc3)ccc2O1	2	0	19	3	3	41	13
O=C(N[C@H]1CC[C@H](CCNC(=O)C2CC2)O[C@H]1CO)c1ccccn1	7	2	-10	-3	-13	/	-3
COc1ccc(CCNC(=O)Cn2cccc2C(=O)c2ccccc2C)cc1OC	7	1	8	-9	4	3	1
COc1cccc(S(=O)(=O)N2CCCCN3[C@H](C2)[C@@H](c2ccc(C#CC4CC4)cc2)[C@@H]3CO)c1	-1	-30	6	2	8	13	10
Cc1c([N+](=O)[O-])ccc(S(=O)(=O)N2CCC(C(N)=O)CC2)c1C	/	/	-11	/	-2	-6	/
C[C@H](CO)N1C[C@H](C)[C@@H](CN(C)S(=O)(=O)c2ccccc2F)Oc2cc(C#Cc3ccccc3)ccc2S1(=O)=O	-4	-1	-21	4	0	14	-3
O=C(COc1ccc(Br)cc1)Nc1ccccc1N1CCCC1	1	-4	6	1	/	24	-4
CS(=O)(=O)c1ccc(-c2cc(NC=O)c3ncc(-c4ccc(F)cc4)n3c2)cc1	-3	-11	-10	-15	/	68*	-3
O=C(C(=O)N1CCC(CNS(=O)(=O)c2ccccc2OC(F)(F)F)CC1)c1cc2ccccc2o1	0	8	16	8	/	38	/
COC(=O)CN(c1nc(C)c(Br)c(OC)n1)S(=O)(=O)c1ccccc1	3	-1	1	11	5	-20	-5
COC(=O)c1ccc2nc(-c3ccc(OC)c(OC)c3)c(Cc3ccsc3)n2c1	1	?	-13	10	/	2	0
O=C(NCc1cccc(C(F)(F)F)c1)c1ccc2sc([C@@H]3O[C@H](CO)[C@@H](O)[C@H]3O)nc2c1	2	5	-2	3	/	10	-2
O=C(CCN1C(=O)/C(=C\c2ccco2)SC1=S)Nc1ccc(C(=O)O)c(O)c1	73*	18	4	11	13	12	57*
CC1(C(=O)NS(=O)(=O)c2ccccc2C(F)(F)F)CCN1C(=O)CCc1cccs1 (configuration not stated)	1	0	-3	-11	/	-13	-3
C[C@@H]1CCCCO[C@@H](CN(C)Cc2ccc(C(F)(F)F)cc2)[C@@H](C)CN([C@@H](C)CO)C(=O)c2cc(NS(=O)(=O)c3ccc(Cl)cc3)ccc2O1	0	3	4	-9	15	91*	16*
Cc1cc(C)n(-c2ccc(C(=O)OCn3nnc4ccccc4c3=O)cc2)n1	0	/	34	/	-3	/	3
COc1ccc(/C=N/NC(=O)C(=O)N2CCCCCC2)cc1[N+](=O)[O-]	1	-3	-2	13	0	-9	0
COC(=O)C1(C)NC(c2ccc(OC)cc2)C2C(=O)N(c3ccccc3)C(=O)C21 (configuration not stated)	0	3	1	7	-15	33	-2
C[C@@H]1CN([C@H](C)CO)C(=O)c2cc(NC(=O)Nc3ccc(F)cc3)ccc2O[C@@H]1CN(C)C(=O)Nc1cccc2ccccc12	1	-13	5	9	4	70*	-3
C[C@H](CO)N1C[C@H](C)[C@H](CN(C)C(=O)Nc2ccccc2)Oc2ccc(NS(=O)(=O)c3ccccc3)cc2CC1=O	2	34*	4	-11	-4	3	0
CCCNC(=O)N1CC2(CN(C(=O)Nc3cccc(F)c3)C2)c2c(n(C)c3cc(OC)ccc23)[C@H]1CO	2	-2	0	6	/	/	4
COCC(=O)Nc1ccc2c(c1)C(=O)N(C)C[C@@H](OC)[C@@H](C)CN[C@H](C)CO2	/	/	8	5	-6	-3	/
C[C@@H]1CN([C@@H](C)CO)C(=O)c2cc(NC(=O)C3CC3)ccc2O[C@@H]1CN(C)S(=O)(=O)c1ccccc1	-1	14	-24	11	15	-8	0
C[C@@H]1CN([C@H](C)CO)C(=O)CCCn2nncc2CO[C@@H]1CN(C)S(=O)(=O)c1ccccc1	2&0	?	-2&-20	1&-7&2	-8	-12&-9&5	-1&-17
CCCNC(=O)N(C)C[C@H]1Oc2cc(C3=CCCC3)ccc2S(=O)(=O)N([C@@H](C)CO)C[C@H]1C	/	0	3	-10	2	-37	4
CC(C)Oc1ncnc2c1[nH]c1ccccc12	-1	6	-5	-6	2	10	-9
COc1cc(CC(=O)OCc2cccc([N+](=O)[O-])c2)cc(OC)c1OC	-5	-5	-13	3	-8	-5	-1
COc1cccc(S(=O)(=O)N[C@@H]2CC[C@H](CCn3cc(-c4ccccc4)nn3)O[C@H]2CO)c1	0	-1	14	19	11	6	1
C[C@@H]1CCCCO[C@H](CN(C)C(=O)Nc2ccccc2)[C@H](C)CN([C@H](C)CO)C(=O)c2cc(NC(=O)Nc3ccc(F)cc3)ccc2O1	-1	-6	24	1	-2	-4	10
CC1CCCCC1NC(=O)CCCN1C(=O)c2ccccc2C1=O (configuration not stated)	-1	7	5	1	-17	-16	-2
CCNC(=O)C[C@@H]1CC[C@H]2[C@@H](COc3ccc(NC(=O)Nc4cccc(C)c4)cc3C(=O)N2C)O1	-1	?	10	-2	21	13	-1
C[C@H](NC(=O)c1nc[nH]c1C(=O)NC(c1ccccc1)c1ccccc1)C(=O)OCc1ccccc1	/	?	11	-3	2	-25	/
COc1ccc2oc(C(=O)OCC(=O)NCc3ccc(OC)c(OC)c3)c(C)c2c1	3	8	-13	-5	-4	-8	-6
Cc1noc(C)c1S(=O)(=O)Nc1ccc2c(c1)CC(=O)N([C@@H](C)CO)C[C@@H](C)[C@@H](CN(C)C(=O)NC1CCCCC1)O2	-3	15	-1	7	6	/	2
O=C(CN1c2cccc3cccc(c23)S1(=O)=O)N1CCN(c2ccccc2)CC1	10	-1	/	10	2	11	-2
COc1ccc(N(C(=O)CNC(=O)c2ccco2)C(C(=O)NC2CCCCC2)c2ccncc2)cc1 (configuration not stated)	-1	1	12	1	4	-1	-4
CCN(CC)c1c(C)nc2ccc(C(=O)NCc3ccc4c(c3)OCO4)cn12	0	-5	17	6	/	16	2
CC[C@@H]1CCCCc2ccccc2[C@@H](C(=O)C[C@@H](O)CC(C)=O)OC1=O	3	-7	-10	1	1	-13	-2
CCOC(=O)c1cc2c(=O)n3ccccc3nc2n(Cc2ccco2)c1=NC(=O)c1ccccc1OC	2	-2	31	14	32	6	-8
CCOc1cccc2sc(N(CCCN(C)C)C(=O)c3ccc(S(=O)(=O)N(C)c4ccccc4)cc3)nc12	9	7	15	17	11	7	2
CCN(CC)CCN(C(=O)c1ccc([N+](=O)[O-])cc1)c1nc2ccc(OC)cc2s1	1	0	7	3	-29	11	3
CCCN1C[C@@H](C)[C@H](OC)CN(C)C(=O)c2cc(NC(=O)Nc3c(C)noc3C)ccc2OC[C@H]1C	-1	4	1	-5	7	-3	0
COc1ccc(C(=O)Nc2ccc(N3CCN(Cc4ccccc4)CC3)cc2)cc1	-2	-2	9	0	-6	18	0
COC(=O)c1ccccc1NC(=O)Nc1ncccc1C	-3	4	6	-7	6	8	-4
CCc1ccccc1NC(=O)C1CCCN(c2ncnc3onc(-c4ccc(F)cc4)c23)C1 (configuration not stated)	2	-12	-11	/	-7	-5	-2
C[C@@H]1CN([C@@H](C)CO)C(=O)Cc2cc(NC(=O)Nc3ccc(C(F)(F)F)cc3)ccc2O[C@@H]1CN(C)CC1CC1	-4	9	12	6	13	/	-4
C/C=C/c1ccc([C@H]2[C@H]3CN(C(=O)c4ccncc4)CC(=O)N3[C@H]2CO)cc1	-2	6	-6	-10	/	/	1
COCC(=O)N1[C@H](C(=O)Nc2ccccc2)[C@@H](CO)[C@@H]2Cn3c(ccc(-c4cccnc4)c3=O)[C@@H]21	3	-5	6	3	-4	-11	-21
COc1cc(/C=C2/SC(=Nc3ccc(O)cc3)NC2=O)cc(OC)c1O	2	16	1	23	12	10	-5
Clc1ccccc1/C=C/c1nc(-c2ccccn2)no1	2	0	98*	67*	-17	45	-5
COc1cccc(CNC(=O)c2cccc(S(=O)(=O)N3CCN(Cc4ccccc4)CC3)c2)c1	-94	5	-14	4	/	0	-2
O=C(COC(=O)/C=C/c1ccccc1[N+](=O)[O-])NC1CCS(=O)(=O)C1 (configuration not stated)	-3	-2	8	26	-9	33	5
CCOC(=O)CC(NS(=O)(=O)c1ccc2[nH]cc(C(=O)O)c(=O)c2c1)c1ccc(OCC)c(OC)c1 (configuration not stated)	54*	0	-8	2	4	11	4
CCO[C@H]1OC(C(=O)N2CCCCCCC2)=C[C@@H](c2csc3ccccc23)[C@@H]1CCCO	/	/	-16	4	1	-13	/

Complete entries, looked up by structure:
COC(=O)c1ccccc1NC(=O)Nc1ncccc1C is listed as CASP6 VEID inh: -3; DENV2 CPE rescue: 4; LGR2 antag: 6; EWS-Fli block: -7; ARNT-TACC3 inh: 6; PAX8 reporter: 8; SIRT5 inh: -4
COc1cc(/C=C2/SC(=Nc3ccc(O)cc3)NC2=O)cc(OC)c1O is listed as CASP6 VEID inh: 2; DENV2 CPE rescue: 16; LGR2 antag: 1; EWS-Fli block: 23; ARNT-TACC3 inh: 12; PAX8 reporter: 10; SIRT5 inh: -5

Next structures:
SMILES	CASP6 VEID inh	DENV2 CPE rescue	LGR2 antag	EWS-Fli block	ARNT-TACC3 inh	PAX8 reporter	SIRT5 inh
C[C@H](CO)N1C[C@H](C)[C@H](CN(C)CC2CCOCC2)Oc2cc(C#Cc3cccnc3)ccc2S1(=O)=O	1	7	-22	-4	1	-4	-3
C=CCNC(=S)NNc1nc2sc3c(c2c(=O)[nH]1)CC(C)(C)OC3	-1	10	-14	9	2	8	11
CN(C1=NC(=O)CS1)c1ccc(O)cc1	-3	?	-2	-2	-2	15	0
CN(C)C(=O)c1ccc(-c2ccc([C@@H]3[C@@H](CO)N4CCCCN(S(C)(=O)=O)C[C@@H]34)cc2)cc1	-2	-7	14	/	-5	-17	-1
C[C@H](CO)N1C[C@H](C)[C@H](CN(C)C(=O)CN(C)C)Oc2ncc(-c3ccccc3F)cc2C1=O	4	1	14	-9	-10	/	0
C[C@H]1CN([C@@H](C)CO)C(=O)Cc2cc(N(C)C)ccc2O[C@H]1CN(C)Cc1ccc2c(c1)OCO2	0	10	-11	-10	-1	-3	6
COc1ccc(C(=O)Nc2ccc(N3CCN(C(=O)c4cccs4)CC3)cc2)cc1Br	0	?	38	/	-6	54	-3
COc1ccc2c3c(n(C)c2c1)[C@@H](CO)N(C(=O)Nc1ccc(F)cc1)CC31CN(C(=O)Nc2c(C)noc2C)C1	1	-2	-13	1	/	/	-3
Cc1cc(C(=O)C(=O)O)c(C)n1-c1ccc(Cl)cc1	-1	-6	13	7	-6	-6	-1
Cc1ccc(C(C)C)cc1S(=O)(=O)NC1CC(C)(C)NC(C)(C)C1	3	3	21	4	1	22	1
Cc1cc(F)ccc1NS(=O)(=O)c1c(C)nc2scc(C)n2c1=O	4	7	-2	-4	2	0	0
COc1cccc(NC(=O)c2ccc3nsnc3c2)c1	-2	-3	-55	-130	/	-183	-8
COc1ccc(C(=O)NC(=S)NC(C)c2ccccc2)cc1 (configuration not stated)	0	7	-32	0	5	-20	-4

From PubChem

Random draw from the library, and some 4.9% of all compounds hit somewhere here.
